High-throughput results deposited in PubChem by NMMLSC.
V-ATPase pH = regulators of yeast V-ATPase proton pumping, primary screen, pHLuorin cytosolic pH fluorescence; S. cerevisiae; response, % at 10 µM; 0.37% of 350,000 active; in the data active means response mostly above about 7.3%, no sharp cut-off; inactive means mostly below about 5.4%; further: actives read high; inactives centre near 0; some compounds called inactive have numbers as strong as hits; reference of the scale not given here
Numbers without * were called inactive.

SMILES	V-ATPase pH
COc1cccc(/C=N/n2cnc3c(cnn3-c3ccccc3)c2=O)c1	4
COc1ccc([C@H]2N[C@]3(CCCN(Cc4ccc(C)cc4)C3=O)[C@H]3C(=O)N(C)C(=O)[C@@H]23)cc1	0
Nc1ccccc1SC(CC(=O)c1ccccc1)c1ccccc1 (configuration not stated)	-3
CNC(=O)n1cc(C)c(-c2cccs2)n1	2
CN(Cc1ccccc1)C(=O)CN1CCN(S(=O)(=O)c2ccccc2F)CC1	0
CC(C)OC(=O)N(C)C[C@@H]1OCc2ccccc2-c2c(n(C)c3ccccc23)C(=O)N([C@@H](C)CO)C[C@H]1C	-2
C#CCN(C[C@@H]1[C@@H](OC(=O)Nc2c(C)noc2C)[C@@H](OC(=O)Nc2c(C)noc2C)Cn2c(=O)n(CCCCCC)c(=O)n21)S(=O)(=O)c1ccc(C)cc1	0
CC(=O)c1sc2nc(C)c3c(c2c1N)CCCC3	-1
C[C@@H]1CN([C@H](C)CO)C(=O)CCCn2nncc2CO[C@@H]1CN(C)S(=O)(=O)c1ccc2ccccc2c1	-3
Cc1cccc(C(=Cc2ccc([N+](=O)[O-])cc2)C(=O)O)c1	0
CNC(=O)NC(=O)Cn1cnc2sc(-c3ccccc3)cc2c1=O	1
Cc1ccc([C@H]2C[C@@H](n3cc(-c4ccc(F)cc4)nn3)[C@H](O)CN2C(=O)c2cccs2)cc1	-1
Cc1cccc(OCCNC(=O)c2cc(C3CC3)nc3c2cnn3C(C)C)c1	-1
Clc1ccccc1CNCc1ccc2c(c1)OCO2	0
COC(=O)C1(C)CCCC2(C)c3cc(OC)ccc3C(=O)C(Br)C12 (configuration not stated)	-3
COc1ccc(OC)c(C(=O)CCCCC(=O)c2cc(OC)ccc2OC)c1	0
COc1ccccc1OCCSc1nc2ccccc2n1CC(=O)O	-2
Cc1c(C(=O)/C=C/N(C)C)nnn1-c1ccc(F)c(Cl)c1	4
CN(CCCn1ccc(NC(=O)OCc2ccccc2)nc1=O)CCc1ccccn1	3
Cc1cn([C@H]2C[C@H](O)[C@@H](CNC(=O)CNC(=O)CN)O2)c(=O)[nH]c1=O	-3
c1ccc(NN(Cc2cnccn2)c2ccccc2)cc1	2
CCCCN1C(=O)C(CC(=O)NC2CCCC2)CC(C(=O)N2CCOCC2)=C1C (configuration not stated)	5
CNC(=O)C[C@@H]1C(=O)N(c2ccc(OC)cc2)CC1(C)C	0
O=C(NCc1ccccn1)c1ccccc1OCc1ccccc1Cl	-1
CSC[C@H]1CN(CCc2ccccc2)C(=O)[C@@H]1CC(=O)Nc1ccc(Br)cc1	-2
COc1nc(-c2cccc([N+](=O)[O-])c2)nc2ccccc12	-3
CCOC(=O)c1sc(=S)n(CC)c1NC(=O)c1ccccc1C	2
COc1ccc(-c2cc3nc(C)c(C)c(N4CCN(C(=O)c5ccoc5)CC4)n3n2)cc1	2
O=C(Nc1ccnn1C1CCN(C(=O)c2cccnc2)CC1)c1cccc(F)c1	1
COc1cc(SC)ccc1C(=O)N(Cc1ccccc1)c1ccccn1	-3
CC(=O)Nc1ccc(Nc2nc(-c3c(C)nc4ccccn34)cs2)cc1	-2
Cc1cn([C@H]2C[C@H](O)[C@@H](CNC(=O)[C@H](N)Cc3cscn3)O2)c(=O)[nH]c1=O	0
COc1ccc(/C=C(\NC(=O)c2ccco2)C(=O)NCCc2nc3ccccc3[nH]2)cc1	-6
CCN(CC(=O)Nc1cc(Cl)ccc1C)C(=O)C1CCN(c2ncnc3sc(C)c(C)c23)CC1	-3
COc1ccccc1CN1CCNC(=O)C1CC(=O)N(C)C1CCOCC1 (configuration not stated)	2
COc1ccccc1N1CCN(C(=O)c2ccc3noc(-c4ccccc4)c3c2)CC1	5
O=C(COC(=O)c1cncc(Br)c1)Nc1ccc(S(=O)(=O)N2CCOCC2)cc1	5
CC(C)Cn1c(SCC(=O)NC2CC2)nc2ccccc21	-1
O=c1c2ccccc2nnn1CCc1ccccc1	-2
C[C@H](CO)N1C[C@H](C)[C@@H](CN(C)C(=O)c2ccncc2)OCc2cnnn2CCCC1=O	-3
Cc1ccccc1S(=O)(=O)N(C)C[C@@H]1OCc2cnnn2CCCC(=O)N([C@H](C)CO)C[C@@H]1C	3
Cc1c(NS(=O)(=O)c2cc(C(=O)OCC(=O)c3ccccc3F)ccc2Cl)c(=O)n(-c2ccccc2)n1C	0
O=P(c1ccccc1)(c1ccccc1)C(c1ccccn1)P(=O)(c1ccccc1)c1ccccc1	1
N#Cc1ccccc1C[C@H](N)C(=O)NC[C@H]1O[C@@H](n2ccc(N)nc2=O)[C@H](O)[C@@H]1O	-3
Cc1ccsc1/C=C1\Oc2cc(O)ccc2C1=O	-2
COc1ccc(-c2csc(N(CCCN(C)C)C(=O)c3ccc(OC)c(OC)c3)n2)cc1	1
COC(=O)C[C@@H]1C[C@H]2c3cc(NS(C)(=O)=O)ccc3O[C@H]2[C@H](CO)O1	0
Cc1cccc(S(=O)(=O)N(C)C[C@@H]2OCc3cnnn3CCCC(=O)N([C@H](C)CO)C[C@H]2C)c1	0
CC(=O)c1cccc(NC(=O)C2CCCN2S(=O)(=O)c2cccs2)c1 (configuration not stated)	3
CCC(=O)Nc1cc(OC)c(NC(=S)Nc2ccccc2CC)cc1OC	1
C[C@@H]1CN([C@H](C)CO)S(=O)(=O)c2ccc(Br)cc2O[C@H]1CN(C)C(=O)C1CC1	-1
Cc1occc1C(=O)N(C)CC1CCCN(CCc2ccc(Cl)cc2)C1 (configuration not stated)	-2
CC(=O)Nc1ccc(NC(=O)COc2cccc3ccccc23)cc1	1
C[C@H](NC(=O)C1CCN(S(=O)(=O)c2ccccc2)CC1)C(=O)NCc1cccnc1	-1
O=C(C1CCCCC1)N1C[C@@H](O)[C@H](n2cc(C3CC3)nn2)C[C@@H]1c1ccccc1	2
COc1ccccc1NC1=Nc2cccc3cccc1c23	3
Clc1ccc(Br)c(-c2nc3ccccc3[nH]2)c1	0
C[C@H]1CN([C@@H](C)CO)C(=O)CCCn2nncc2CO[C@H]1CN(C)C(=O)NC1CCCCC1	0
CC1Cc2ccccc2N1C(=O)CN1CCN(S(=O)(=O)c2ccc3c(c2)OCCCO3)CC1 (configuration not stated)	1
O=C(COC(=O)C1CCN(S(=O)(=O)c2ccc(Cl)c(C(F)(F)F)c2)CC1)NCC1CCCO1 (configuration not stated)	0

Continued:
SMILES	V-ATPase pH
CN(C1CCCCC1)S(=O)(=O)c1ccc(-c2ccccn2)s1	1
Cc1nc(N)ncc1CCC1OCCO1	1
C[C@H]1CN([C@@H](C)CO)C(=O)c2c(c3ccccc3n2C)-c2ccccc2CO[C@H]1CN(C)Cc1cccc(F)c1	4
CCCOc1ccc(C2C(C(=O)c3ccco3)=C(O)C(=O)N2CCCn2ccnc2)cc1OC (configuration not stated)	0
CC1(C)CCc2cc(-c3ccn(S(=O)(=O)c4ccccc4Cl)n3)ccc2O1	3
O=C(Nc1ccc(N2CCOCC2)cc1)C1CCN(S(=O)(=O)c2cccc(C(F)(F)F)c2)CC1	-2
Cc1cc(C)cc(Nc2cc(C)nc3ncnn23)c1	-2
CC(=O)OC1C=CN(C(C)=O)C(SC(C)(C)C)C1(C)O (configuration not stated)	0
COC(=O)/C=C1/S/C(=N/N=C/c2ccco2)NC1=O	-3
COc1cccc(-c2ccccc2C2=CC(=O)CC(C)(C)C2=O)c1	-1
CC(CCc1ccccc1)NC(=O)C1CC1 (configuration not stated)	-1
CC(C)(C)c1ccc(/C=C(\C#N)C(=O)NC2CC2)cc1	-2
CNC(=O)C[C@H]1C(=O)N(C2CCCCC2)C[C@@H]1CSC	0
COC(=O)c1c(C)nc(C)c(C(=O)OC)c1-c1ccsc1	2
C[C@H]1CN([C@@H](C)CO)S(=O)(=O)c2ccc(C#CC(C)(C)O)cc2O[C@H]1CN(C)Cc1ccccc1	5
Cc1ccc(Cc2cc(C)n[nH]c2=O)cc1	2
Cc1ccc(NC(=O)CN2C(=O)NC3(CCCCC3C)C2=O)cc1S(=O)(=O)N1CCOCC1 (configuration not stated)	-1
CCCCCCN1C[C@@H](O)[C@H](n2cc(C3CC3)nn2)C[C@@H]1c1ccccc1	3
COc1cccc(CN2C(=NC(=O)C3CCCO3)SC3CS(=O)(=O)CC32)c1 (configuration not stated)	-1
CCCOc1ccc(N2C(=O)CC(NCC(=O)OCC)C2=O)cc1 (configuration not stated)	0
O=C(OCCOCn1cc(Br)c(=O)[nH]c1=O)c1ccccc1	1
O=C(CCNS(=O)(=O)c1ccc(Br)cc1)NCC(c1cccs1)N1CCOCC1 (configuration not stated)	1
c1ccc2c(c1)COc1c3ncccc3nn1-2	0
C[C@H]1CN([C@@H](C)CO)C(=O)CCCn2nncc2CO[C@@H]1CN(C)Cc1ccc(Oc2ccccc2)cc1	1
Cc1cccc(S(=O)(=O)N(C)C[C@H]2OCc3cnnn3CCCC(=O)N([C@@H](C)CO)C[C@H]2C)c1	0
CCCCN1CC(C)(C)[C@H](CC(=O)Nc2ccccc2)C1=O	-2
C[C@H](CO)N1C[C@H](C)[C@@H](CN(C)C(=O)CCCN(C)C)OCc2cn(nn2)CCCC1=O	-1
Cc1ccccc1CSCC1Nc2ccc(C(=O)NCCc3ccccc3)cc2NC1=O (configuration not stated)	5
Cc1noc(C)c1S(=O)(=O)N(C)C[C@H]1OCc2cn(nn2)CCCC(=O)N([C@@H](C)CO)C[C@@H]1C	-1
O=C(OCc1cn([C@H]2C[C@H](c3ccccc3)N(Cc3cccs3)C[C@@H]2O)nn1)c1ccccc1	-2
Oc1ccccc1C1=NC(c2ccccc2)NC(c2ccccc2)C1 (configuration not stated)	2
O=S1(=O)CCN(C2CCCCCC2)CC1	0
CC(=O)c1c(COC(=O)c2ccc(C)cc2)nc2ccccc2[n+]1[O-]	2
O=C(NCc1cc(C(F)(F)F)ccc1Cl)c1cccc2c1C(=O)c1ccc(N3CCC(N4CCCCC4)CC3)cc1S2(=O)=O	-1
COCc1cc(=O)oc2cc(NS(=O)(=O)c3ccc(C)cc3)ccc12	2
C[C@@H]1CN([C@@H](C)CO)C(=O)CCCn2cc(nn2)CO[C@H]1CN(C)S(=O)(=O)c1cccc(F)c1	0
COc1ccc(N2CCN(C(=O)COC(=O)c3nc(Cl)ccc3Cl)CC2)cc1	0
Cc1ccc(NC(=C(C#N)C#N)c2ccccc2)cc1	1
NC(=O)C1CC(=O)N(c2ccc(OCc3ccc(Cl)c(Cl)c3)cc2)C1 (configuration not stated)	-1
N#CC(c1ccccc1)C(CC(=O)c1ccccc1)c1ccccc1 (configuration not stated)	-1
O=S1(=O)CC2NC(=S)N(c3cccc(Br)c3)C2C1 (configuration not stated)	6
CNC(=O)C1(c2ccccc2)CCCCC1	4
COc1ccc(OC)c(-c2cc(C(=O)N/N=C/c3ccc(F)cc3)c3ccccc3n2)c1	3
CC1CCCN(S(=O)(=O)c2cccc(C(=O)NCCCN3CCCC3=O)c2)C1 (configuration not stated)	-1
CC(C)[C@H](NC(=O)c1ccccc1F)C(=O)Nc1cccc(S(=O)(=O)N2CCOCC2)c1	2
Cc1onc(-c2c(Cl)cccc2Cl)c1-c1nc2cc(Cl)ccc2c(=O)o1	5
CS(=O)(=O)NNC(=O)Cn1nnc(-c2cc(C(F)(F)F)cc(C(F)(F)F)c2)n1	1
Cc1cn([C@H]2C[C@H](O)[C@@H](CNCc3ccc(C#CCCO)cc3)O2)c(=O)[nH]c1=O	1
O=C(CN1CCOCC1)Nc1scc2c1c(=O)oc1ccccc12	3
O=C1N/C(=N/N=C/c2ccc(F)cc2)SC1c1ccccc1 (configuration not stated)	-1
CCN(CC)C1=C(Cl)C(=O)C(Cl)C12OCCO2 (configuration not stated)	1
O=C(Nc1ccn(CCCN2CCN(c3ncccn3)CC2)c(=O)n1)OCc1ccccc1	-1
CCN(CC)C(=O)C1=C(C)N(Cc2ccc(F)cc2)C(=O)C(CC(=O)NCc2ccco2)C1 (configuration not stated)	-2
O=C(NCCS(=O)(=O)N1CCN(C(=O)c2ccco2)CC1)c1ccccc1	0
C[C@H](CO)N1C[C@H](C)[C@@H](CN(C)S(=O)(=O)c2ccc(-n3cccn3)cc2)OCc2cnnn2CCCC1=O	1

Only part of the results is shown; the hit share may differ from the screen's.
